NOD2 inhibition: NOD2 signaling inhibitors, cell-based, luminescence, uHTS, HEK293 (AID 1566); HEK293 NOD2/NF-kB luciferase reporter, luminescence; higher % means a stronger effect; inhibition, % at 4 µM, or EC50 in µM where a hit was titrated; 290,000 compounds, 0.63% hits; note: many of its hits are not listed in these tables
NOD1 NF-kB reporter: NOD1 signaling inhibitors, primary screen, cell-based, luminescence, uHTS (AID 1578) | NOD1-driven NF-kB luciferase reporter cells, luminescence; higher % means a stronger effect | inhibition, % at 4 µM, or EC50 in µM where a hit was titrated | 290,000 compounds, 1% hits; in the data active = inhibition mostly above about 36%, no sharp cut-off; inactive = mostly below about 34%;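 note: HEK-293T reporter cells stimulated with the NOD1 agonist gamma-tri-DAP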
NTR1 ag: agonists of NTR1, primary screen, imaging, U2OS cells, beta-arrestin-GFP, high content (AID 493036) | P30989 | NTR1-U2OS beta-arrestin-GFP spot imaging, agonist mode | activation, % at 20 µM | 330,000 compounds, 0.17% hits;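 active = activation at or above 40% of the spot to cytoplasm intensity ratio, with at least 20 cells analyzed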;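 note: 0% = DMSO without peptide and 100% = 100 nM NTR1 peptide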
Target sequence (P30989 whole entry, looked up): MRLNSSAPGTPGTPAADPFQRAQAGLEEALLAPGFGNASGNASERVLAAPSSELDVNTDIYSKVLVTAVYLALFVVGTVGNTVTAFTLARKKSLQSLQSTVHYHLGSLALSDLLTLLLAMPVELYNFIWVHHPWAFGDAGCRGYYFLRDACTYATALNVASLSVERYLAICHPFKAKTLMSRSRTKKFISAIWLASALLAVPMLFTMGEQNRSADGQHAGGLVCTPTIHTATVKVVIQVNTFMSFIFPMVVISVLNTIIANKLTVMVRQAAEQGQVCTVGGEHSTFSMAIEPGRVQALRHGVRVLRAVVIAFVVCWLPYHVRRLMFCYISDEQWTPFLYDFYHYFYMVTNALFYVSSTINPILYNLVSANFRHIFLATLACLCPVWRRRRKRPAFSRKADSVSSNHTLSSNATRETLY
GPR55 LPI antagonism: inhibition of LPI-stimulated GPR55 beta-arrestin translocation – imaging, U2OS, beta-arrestin-GFP, LPI agonist, primary screen (AID 2013). U2OS GPR55 beta-arrestin-GFP translocation imaging, LPI antagonism; higher % means a stronger effect. 290,000 compounds, 0.13% hits. inhibition, % at 10 µM, or IC50 in µM where a hit was titrated;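 active = spots per cell inhibited over 60%, with over 100 cells counted and total cytoplasm intensity under 500,000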;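 note: U2OS cells stably carrying GPR55 and arrestin-GFP stimulated by 5 µM LPI near EC80; imaged beta-arrestin-GFP aggregate spots per cell after agonist stimulation; plate controls were LPI-stimulated DMSO wells for no effect and DMSO wells without LPI for full effect; some results filed as inactive read as strong as hits; confirmed hits need IC50 under 10 µM and bright autofluorescent wells are also inconclusive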
KOR beta-arrestin-1: KOR antagonists, beta-arrestin recruitment, cell-based, luminescence, uHTS (AID 1778). KOR beta-arrestin recruitment, luminescence, antagonist mode; higher % means a stronger effect. inhibition, % at 10 µM, or IC50 in µM where a hit was titrated. 290,000 compounds, 0.091% hits; note: strong numbers were not always called active
T cell modulator: T cell immune modulators affecting CD8 T cell-vesicle binding; 2C CD8+ T cell-vesicle binding, flow cytometry; hits give low values; calls only at 7 µM; 330,000 compounds, 0.068% hits;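 active = response, share of CD8 T cells binding vesicles, and their 90th percentile fluorescence all below set limits, cut at about 80% in these data, passing the limit was not always enough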
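System: murine 2C transgenic CD8+ T lymphocytes; also added: QL9-loaded Drosophila micro-vesicles; times: binding 1.5 h at 37 °C; measured by: flow cytometry, PE anti-B7-1 (FL2) versus Alexa647 anti-CD8 (FL8), PFA-fixed; control set: Peptide-free naked vesicles (low) and QL9 vesicles with 0.7% DMSO vehicle (high)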
KOR beta-arrestin-2: KOR agonists, beta-arrestin recruitment, primary screen, cell-based, luminescence, uHTS (AID 1777); 280,000 compounds, 0.02% hits; one-dose activation, % at 10 µM; EC50 in µM for titrated hits; KOR beta-arrestin recruitment, luminescence; higher % means a stronger effect; in the data active = activation above about 50%, passing the limit was not always enough; note: a part of the inactive calls stands beside numbers as strong as those of hits
Myeloid diff 2: myeloid differentiation induction. AID 624256. ER-HoxA9 myeloid progenitors, lysozyme-GFP differentiation, flow cytometry. calls only at 10 µM. 360,000 compounds, 1% hits;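 active = normalized GFP-positive differentiation at or above the plate's own cutoff, the solvent-only control mean plus 3 SD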;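 note: cells exposed to compound for four days before flow analysis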
GPR55 beta-arrestin: selective activators of receptor GPR55 – imaging, U2OS cells, beta-arrestin-GFP redistribution, primary screen (AID 1961). U2OS GPR55 beta-arrestin-GFP redistribution imaging; higher % means a stronger effect. one-dose activation, % at 10 µM; EC50 in µM for titrated hits. 290,000 compounds, 0.048% hits;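 active = activation above 40% with more than 50 cells counted in the well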;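 note: U2OS osteosarcoma cells stably expressing GPR55 and beta-arrestin-GFP; plate controls were DMSO negative control for no effect and LPI positive control for full effect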
T cell modulator vesicle-bound %: also measured in T cell modulator; calls as there; double positive events, %; measured here: CD8+ vesicle-bound cell fraction;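 binding gate set so that unloaded-vesicle control wells show 10% double positive cells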
NTR1 ag cell count 20 µM: also measured in NTR1 ag; calls as there; cell count; measured here: cell count, cytotoxicity flag
Myeloid diff 2 GFP+ MAC1+ %: further read-out of Myeloid diff 2, marked with its call; GFP+ MAC1+ double positive, %; measured here: differentiation confirmed by MAC1 staining
Numbers without * were called inactive; i = inactive; · = not tested or not shown; [ ] = remark or other dose. Cut-off read from the data, not from the text of the source, unless noted: active = inhibition above about 50%; inactive = the rest.

SMILES | NOD2 inhibition | NOD1 NF-kB reporter | NTR1 ag | NTR1 ag cell count 20 µM | GPR55 LPI antagonism | KOR beta-arrestin-1 | T cell modulator | T cell modulator vesicle-bound % | KOR beta-arrestin-2 | Myeloid diff 2 | Myeloid diff 2 GFP+ MAC1+ % | GPR55 beta-arrestin
O=C(CN1CCN(c2ccccc2)CC1)N1CCN(c2ccccc2)CC1 | -21% | -12% | 0.0 | 47 | 10% | -7% | i | 11 | -4.3% | i | 6.3 | -0.2%
CCOc1ccc(CN2CCN(Cc3[nH]c4ccccc4c3C)CC2CCO)cc1 (configuration not stated) | -16% | -30% | 1.7 | 76 | 21% | -44%[20 µM] | i | 55 | · | i | 0.4 | 0.2%
Cc1ccc(S(=O)(=O)c2c(C)cc(C)nc2Cl)c(C)c1 | -5% | -15% | -0.3 | 76 | 3% | 2% | i | 47 | -0.2% | i | 1.8 | 0.3%
CCCN1Cc2cccc(C(=O)Nc3ccc(C)cc3)c2C1=O | 14% | -18% | 6.7 | 96 | -2% | -2% | i | 29 | -1.5% | i | 0.8 | 0.2%
O=C(CSc1nc2ncc(Br)cc2[nH]1)c1cccc([N+](=O)[O-])c1 | 5% | -34% | -1.1 | 59 | 4% | 36% | i | 22 | -0.3% | i | 0.2 | -0.5%
COc1ccc(CN2CCN(Cc3c[nH]c4ccccc34)CC2CCO)cc1C (configuration not stated) | -4% | -2% | 0.7 | 62 | -14% | 1%[20 µM] | i | 51 | 1.5% | i | 0.6 | -0.2%
CC(C)NC(=O)CN1C(=O)c2cccc3cccc1c23 | 0% | -27% | 1.8 | 54 | 3% | 10% | i | 59 | -1.8% | i | 0.5 | -0.1%
CC(CN1CCOCC1)OC(=O)Cc1ccc(Cl)cc1 (configuration not stated) | · | · | 0.0 | 46 | 4% | -8% | i | 60 | 6.2% | i | 0.0 | -0.4%
CCOC(=O)c1c(NC(=O)C(C)S(=O)(=O)c2cn(CC)c3ccccc23)sc2c1CCCC2 (configuration not stated) | 5% | 8% | 5.9 | 99 | 13% | -6% | i | 8 | -2.2% | i | 4.2 | 0.2%
CN(C)CCCNC(=O)c1cc(C(=O)Cc2ccc(Cl)cc2)c[nH]1 | 22% | 0% | -0.6 | 77 | -6% | 22% | i | 37 | -3.9% | i | 0.2 | -0.1%
O=[N+]([O-])/C(C(Cl)=C(Cl)Cl)=C(\Nc1ccc(F)cc1)n1cncn1 | -25% | -35% | 0.8 | 51 | -6% | 9% | i | 70 | -1.3% | · | · | -0.1%
Cc1n[nH]c(=O)c2c(NC(=O)CSc3nc4ccccc4c(=O)n3CCCOC(C)C)oc(C)c12 | 19% | -12% | 1.1 | 68 | 8% | 21% | i | 22 | -4.0% | i | 1.0 | -0.1%
CCOC(=O)c1c(C)c(C(=O)NCc2ccccn2)c(C)n1CC | 4% | -12% | 2.8 | 54 | 14% | 17% | · | · | -3.1% | i | 3.6 | -0.2%
Cn1c(-c2ccccc2)c(/C=N/NC(=O)c2cccnc2)c2ccccc21 | -15% | -22% | 3.6 | 53 | 13% | 13% | i | 48 | -1.4% | i | 0.0 | -0.3%
Cc1nn(C(C)C(=O)NCCN2CCCCCC2)c(=O)c2nn(-c3ccccc3)c(C)c12 (configuration not stated) | 6% | 9% | 1.0 | 64 | 10% | -28% | i | 29 | 4.3% | i | 0.0 | 0.0%
CCN(CC)CCCN1C=C2C(=O)C(C)(OC(=O)CCc3ccccc3)C(=O)C=C2C=C1c1ccc(C#N)cc1 (configuration not stated) | 0% | 6% | 0.1 | 59 | -16% | 18% | i | 35 | 3.2% | i | 1.2 | 0.6%
CCCCNC(=S)N(CCN(CC)CC)Cc1cc2cc3c(cc2[nH]c1=O)OCO3 | 9% | -10% | 1.5 | 67 | 11% | -2%[20 µM] | i | · | -0.5% | · | · | 0.3%
O=[N+]([O-])c1cc([N+](=O)[O-])c(Oc2cc(Cl)ccc2Cl)cc1NC1CCCCCCC1 | 4% | -25% | 4.4 | 96 | 5% | 4%[20 µM] | i | 57 | -1.7% | i | 0.6 | -0.2%
COC(=O)CS(=O)(=O)c1ccsc1C(=O)Nc1ccc(F)c(F)c1 | 1% | -18% | 1.6 | 39 | 7% | -11% | i | 28 | -5.1% | i | 0.4 | -0.1%
O=[N+]([O-])c1ccc(C(O)C[n+]2ccccc2)cc1 (configuration not stated) | 10% | -67% | 0.8 | 58 | 3% | -28%[20 µM] | i | 60 | -5.2% | i | 0.2 | 0.1%
Cc1oc(-c2ccccc2)[n+]([O-])c1C | 15% | 3% | -0.1 | 61 | -4% | 17% | i | 39 | -0.9% | i | 1.1 | 0.0%
COc1ccc(C2=C(Nc3ccc(C)cc3)c3ccccc3C2=O)cc1 | 15% | -28% | 1.8 | 50 | 1% | 18% | i | 7 | 2.2% | i | 0.5 | 0.5%
COCCNc1nc2nonc2nc1N(C)Cc1ccc(C)cc1 | 18% | -24% | 0.7 | 41 | 20% | 16% | i | 12 | · | i | 0.3 | 0.0%
Cc1csc(-c2cnn(-c3ccccc3)c2NC(=O)c2cccc(F)c2)n1 | 6% | -8% | 0.5 | 31 | 6% | 4% | i | 9 | -3.4% | i | 1.7 | -0.1%
Cn1ccnc1SCc1cc(=O)[nH]c2ccccc12 | 4% | -29% | 0.5 | 44 | 13% | 8% | i | 29 | -3.6% | i | 3.0 | -0.2%

Given in markdown: entries from further up.
| compound | NOD2 inhibition | NOD1 NF-kB reporter | NTR1 ag | NTR1 ag cell count 20 µM | GPR55 LPI antagonism | KOR beta-arrestin-1 | T cell modulator | T cell modulator vesicle-bound % | KOR beta-arrestin-2 | Myeloid diff 2 | Myeloid diff 2 GFP+ MAC1+ % | GPR55 beta-arrestin |
| --- | --- | --- | --- | --- | --- | --- | --- | --- | --- | --- | --- | --- |
| O=[N+]([O-])/C(C(Cl)=C(Cl)Cl)=C(\Nc1ccc(F)cc1)n1cncn1 | -25% | -35% | 0.8 | 51 | -6% | 9% | i | 70 | -1.3% | · | · | -0.1% |
| Cc1oc(-c2ccccc2)[n+]([O-])c1C | 15% | 3% | -0.1 | 61 | -4% | 17% | i | 39 | -0.9% | i | 1.1 | 0.0% |
| O=C(CSc1nc2ncc(Br)cc2[nH]1)c1cccc([N+](=O)[O-])c1 | 5% | -34% | -1.1 | 59 | 4% | 36% | i | 22 | -0.3% | i | 0.2 | -0.5% |

New compounds follow:
SMILES | NOD2 inhibition | NOD1 NF-kB reporter | NTR1 ag | NTR1 ag cell count 20 µM | GPR55 LPI antagonism | KOR beta-arrestin-1 | T cell modulator | T cell modulator vesicle-bound % | KOR beta-arrestin-2 | Myeloid diff 2 | Myeloid diff 2 GFP+ MAC1+ % | GPR55 beta-arrestin
O=C(CSc1nnc(SCc2ccc(Cl)cc2)s1)N/N=C/c1c[nH]c2ccccc12 | -6% | 6% | · | · | 14% | -46% | i | 24 | 12% | i | 0.5 | 0.5%
O=S(=O)(c1ccc(F)cc1)N1CCN(c2nc(-c3ccc(F)cc3)cs2)CC1 | -49% | -34% | 1.2 | 41 | -6% | -10% | i | 44 | 5.1% | i | 3.5 | 0.0%
Cc1ccc(CN2CC(C(=O)Nc3ccc(F)c([N+](=O)[O-])c3)CC2=O)cc1 (configuration not stated) | 9% | -16% | 4.3 | 47 | 8% | -15% | i | 42 | -2.7% | i | 0.7 | -0.3%
CCCNC(=O)COc1ccccc1[N+](=O)[O-] | 6% | -16% | 1.6 | 64 | -4% | -4% | i | 44 | -3.1% | i | 0.3 | -0.2%
Cc1ccc(C2(C)NC(=O)N(CC(=O)Nc3cc(S(=O)(=O)N(C)C)ccc3C)C2=O)cc1 (configuration not stated) | 7% | -19% | 1.4 | 50 | -2% | -42% | i | 47 | -0.6% | i | 0.6 | 0.0%
CCOC(=O)C(=CNc1nc2ccc(C(=O)OCC)cc2s1)C(=O)OCC | 13% | -3% | -0.3 | 41 | 5% | 0% | i | 26 | 2.9% | i | 0.6 | 0.0%
C/C=C(\C)CN1CCC(Oc2cc(C(=O)NC3CC3)ccc2OC)CC1 | -12% | -26% | 0.0 | 78 | 10% | -8% | i | 5 | 3.6% | i | 0.4 | -0.1%
O=C1CCN(CCCc2ccccc2)CCN1[C@H](CO)Cc1ccccc1 | -9% | -31% | -0.6 | 101 | -4% | -12%[20 µM] | i | 28 | 0.7% | i | 0.8 | 0.0%
CCN(CC)c1ccc(NC(=O)c2cnc3ccccn3c2=O)c(C)c1 | 13% | -11% | 22 | 50 | -1% | 4% | i | 14 | -2.7% | i | 5.9 | 0.3%
O=C(NNS(=O)(=O)c1ccccc1)c1csc(-c2cccnc2)n1 | 20% | -6% | -0.7 | 48 | 1% | -8% | i | 39 | 2.7% | i | 0.9 | -0.3%
CCOC(=O)c1[nH]c2ccc(OC)cc2c1NC(=O)c1cccc(OC)c1 | 13% | 16% | 4.5 | 62 | 28% | 15% | i | 48 | 3.1% | i | 1.2 | -0.1%
CCCN(c1ccccc1C(=O)O)S(=O)(=O)c1ccc2c(c1)n(C)c(=O)n2C | 2% | -3% | 0.3 | 47 | 8% | 19% | i | 18 | 1.3% | i | 1.0 | -0.1%
CCOP(=O)(OCC)c1nc(-c2ccccc2)oc1N1CCCCC1 | 11% | -2% | -1.0 | 110 | 1% | 0% | i | 47 | -3.3% | i | 0.3 | 0.4%
CN(c1nc(-c2ccc(Br)cc2)cs1)C1CCS(=O)(=O)C1 (configuration not stated) | -23% | -56% | 1.0 | 59 | 2% | -26% | i | 20 | -0.9% | i | 0.7 | -0.4%
CCC(C(=O)NCCN1CCN(C)CC1)n1c(C)c2cnn(-c3ccccc3)c(=O)c2c1C (configuration not stated) | 6% | -4% | 2.0 | 39 | -18% | -23% | i | 23 | 4.1% | i | 2.2 | -0.1%
CCC(CC)C(=O)NCc1ccc(Cl)cc1 | -10% | -12% | -0.4 | 48 | -1% | -8% | i | 8 | -5.3% | i | 1.0 | -0.2%
CCc1ccc2c(c1)c1nnc(NN)nc1n2C | 21% | -1% | 5.6 | 51 | 9% | 32% | i | 26 | 1.0% | i | 0.1 | 0.6%
COc1ccc2c(C)c(Cc3ccccc3)c(=O)oc2c1OC | 5% | -24% | 0.7 | 29 | 0% | -24%[20 µM] | i | 14 | 0.7% | i | 0.7 | -0.1%

Bioassay records: PubChem, several laboratories

Only part of the results is shown; rates above refer to the full screens.
